# Screens as filed in PubChem.
# PostGolgi yeast = growth inhibition of a yeast mutant, post-Golgi transport screen | post-Golgi transport phenotypic cell assay | inhibition, % at 10 µM | AID 739 | 98,000 compounds, 0.9% hits;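 also: yeast cells grown in 1536-well plates; yeast grown about 18 h at 30C before absorbance read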
# H69AR growth 86K = blocks growth of human H69AR lung tumor cells; H69AR lung tumor viability, ATP luminescence, 72 h; hits give low values; viability, % at 10 µM; 85,000 compounds, 6% hits;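 active = viability at or below 40%; inactive = viability above 40%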;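 also: multidrug resistant small cell line overexpressing MRP-1 efflux transporter; 100% = mean luminescence of untreated control wells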
# Lung fibro prol = blocks proliferation of human lung fibroblasts; LL 47 human lung fibroblast viability, ATP luminescence; hits give low values; viability, % at 10 µM; AID 719; 85,000 compounds, 1.1% hits;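 active = viability at or below 50% in the single dose screen; inactive = viability above 50%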;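 also: compound exposure lasted 72 h before the ATP readout; 100% = median luminescence of untreated cell-only wells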
#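 Test system: LL 47 human lung fibroblasts; Quantity: 1,150 cells/well; Buffer or medium: IMEM plus 15% FBS; Dosing: tenfold compound dosing solution, DMSO at 0.1%; Timing: overnight cell rest, 72 h compound treatment at 37 °C; Detection: ATP-based CellTiter-Glo luminescent readout; Read-out basis: viability percentage against median untreated-cell control; Controls: cell-only wells, no compound.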
# HUVEC inhibit = inhibitors of human endothelial cell proliferation. AID 648. viability, % at 10 µM (by protocol). HUVEC proliferation, CellTiter-Glo luminescence, 72 h; hits give low values. 86,000 compounds, 1.1% hits;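 active = viability at or below 30%; inactive = viability above 30%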;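 also: 100% = median luminescence of DMSO-only cell control wells on each plate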
# S1P2 ag = S1P2 (human) receptor agonism; AID 729; S1P2-expressing cell line, agonist reporter read-out; O95136; activation, % at 4.5 µM; 97,000 compounds, 0.46% hits; in the data active = activation above about 16%;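 also: 0% = vehicle low control and 100% = maximal reference agonist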
# S1P2 blocker = blocks the human S1P2 receptor. O95136. cell-based S1P2 antagonist assay, inhibition at 5 uM. inhibition, % at 5 µM. 97,000 compounds, 0.21% hits; in the data active = inhibition above about 45%;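 also: CRE beta-lactamase reporter cells expressing human S1P2 stimulated with S1P; 0% = agonist at EC80 alone and 100% = agonist plus reference antagonist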
# hDAT+cocaine = changed human dopamine transporter uptake under cocaine IC80 | B-score at 10 µM | LLC-PK1 hDAT cells, [14C]-dopamine uptake with cocaine IC80; actives deviate in either direction | 110,000 compounds, 1.3% hits;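 active = Z score or B-score, a plate-position-corrected score, falls beyond the plate's 99.7% confidence bounds, in either direction; inactive = both scores lie inside the 99.7% bounds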;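 also: scored against the spread of the other compound wells on the same plate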
# Target sequence (Q01959 whole entry, looked up): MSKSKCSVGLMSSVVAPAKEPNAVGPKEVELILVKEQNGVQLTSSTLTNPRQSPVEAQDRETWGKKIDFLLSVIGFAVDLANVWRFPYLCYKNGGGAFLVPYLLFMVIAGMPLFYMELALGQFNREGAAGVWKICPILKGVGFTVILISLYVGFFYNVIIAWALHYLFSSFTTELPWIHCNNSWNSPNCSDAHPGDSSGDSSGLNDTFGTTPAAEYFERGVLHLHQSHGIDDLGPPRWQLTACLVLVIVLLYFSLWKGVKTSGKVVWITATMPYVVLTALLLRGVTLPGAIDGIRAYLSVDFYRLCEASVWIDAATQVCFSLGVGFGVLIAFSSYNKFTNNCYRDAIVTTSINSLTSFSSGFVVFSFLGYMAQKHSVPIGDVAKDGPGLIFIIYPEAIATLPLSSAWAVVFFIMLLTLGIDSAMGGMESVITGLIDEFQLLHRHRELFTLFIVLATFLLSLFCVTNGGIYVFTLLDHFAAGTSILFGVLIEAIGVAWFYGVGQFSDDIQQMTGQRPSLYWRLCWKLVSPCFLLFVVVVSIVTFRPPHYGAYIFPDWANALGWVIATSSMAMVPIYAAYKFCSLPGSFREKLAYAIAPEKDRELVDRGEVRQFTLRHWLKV
# E coli WT exp = blocks growth of wild type E. coli BW25113; OD600 absorbance; growth inhibition, % at 100 µM; 98,000 compounds, 0.15% hits; AID 710;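 active = growth inhibition above about 50% at one test dose, limit read from the data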;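 also: growth measured after 20 h incubation at 37 °C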
# PostGolgi ctrl = yeast control strain growth, post-Golgi counter-screen; inhibition, % at 10 µM; efflux-deficient yeast background strain, growth absorbance A615, 16 h; 98,000 compounds, 5% hits; AID 738
# An asterisk follows results filed as active; . = no result given. Rule as the data show it, unless noted: active = inhibition above about 30%; inactive = the rest. Random draw from the library; about 11% have a hit in one of these screens.
SMILES,PostGolgi yeast,H69AR growth 86K,Lung fibro prol,HUVEC inhibit,S1P2 ag,S1P2 blocker,hDAT+cocaine,E coli WT exp,PostGolgi ctrl
O=C(Cn1cccc1C(=O)c1ccccc1)NCCN1CCCCCC1,2,95,93,96,0,10,1.2,2,7
CN(C)/C=C(\C=N\OCc1ccc(Cl)cc1Cl)C(=O)Nc1ccc(Cl)c(Cl)c1,4,.,.,.,-5,12,-0.051,-10,2
S=c1[nH]nc(-c2ccncc2)n1Cc1ccco1,16,87,100,96,-5,-2,-1.7,7,9
CCn1c(SCc2ccccc2)nnc1-c1ccc(S(=O)(=O)N2CCCCC2)cc1,-1,26*,86,100,-8,42,2.3,-15,9
CC1=CC(C)(C)Nc2ccc(OS(=O)(=O)c3ccc(C)cc3)cc21,-5,.,.,.,-6,2,0.57,12,18
COc1ccc(CCNS(=O)(=O)c2ccc(S(=O)(=O)N3CCCC3)cc2)cc1OC,-5,83,84,99,-10,-5,0.71,3,0
COC(=O)c1sc2nc3c(cc2c1N)C(=O)CC(C)(C)C3,-3,88,115,97,-6,20,1.7,-8,8
COc1ccc(OC)c(NC(=O)COC(=O)c2ccc(S(=O)(=O)N3CCOCC3)cc2)c1,-9,95,102,100,.,.,0.018,-20,1
N#Cc1c2c(c[nH]c1=O)CCN2Cc1ccccc1,.,97,105,93,-6,-18,-1.2,.,.
CSCSC1=C(C#N)C(c2ccc(Cl)cc2)C(C(C)=O)=C(C)N1 (configuration not stated),1,.,.,.,-8,-17,0.34,-19,0
O=C1CCCN1CCC1CCN(C2CC(=O)N(Cc3ccc(N4CCCC4=O)cc3)C2=O)CC1 (configuration not stated),-6,91,94,94,-5,9,-0.37,1,2
CCOC(=O)Cn1c(=O)oc2cc(S(=O)(=O)Nc3cc(Cl)ccc3OC)ccc21,2,87,101,87,-3,1,-0.45,-5,7
COc1ccc(CCNC(=O)CC(NS(=O)(=O)c2ccc(NC(C)=O)cc2)C(C)C)cc1OC (configuration not stated),17,83,97,90,-6,15,-0.1,1,-10
Cc1cc(C)c(NC(=O)CCCN2CCN(C)CC2)c(C)c1,-6,89,104,108,-5,6,-0.21,5,-13
CCCCN1C(=O)CC(Nc2ccc(CC)cc2)C1=O (configuration not stated),8,102,104,95,0,-6,1,4,0
CC(C)c1[nH]c(=O)c(C#N)c2c1COC(C)(C)C2,4,101,102,105,-2,-37,-0.65,-2,7
O=C(NNC1=NCCC1)c1cccc(Br)c1,9,103,97,100,-6,4,.,4,13
COC(=O)Cc1cc(OC)c(OC)cc1Cc1cc(OC)c(OC)cc1CC(=O)OC,-7,.,.,.,-2,-4,-0.48,-1,-1
OCCNc1ncnc2c1ncn2Cc1ccccc1,-4,77,90,85,-6,-6,0.43,3,4
Cc1nc(-c2ccccc2)sc1C(=O)/C=C/c1ccc(Cl)cc1,-6,.,.,.,-5,15,0.75,-28,10
O=C(O)CC(C(=O)NCc1ccccc1)C1CCCO1 (configuration not stated),2,97,96,102,.,.,-1.2,-2,4
O=C(Nc1ccc(-c2nc3ncccc3o2)cc1)c1ccc(Br)o1,-13,51,103,106,-1,54*,-0.88,-5,-5
CCn1c(O)c(C=NC2CCCC2)sc1=S,11,94,95,103,-3,-14,1.1,3,10
COc1ccc(CN(C(=O)CSc2nnc(-c3ccc(F)cc3)o2)c2ccc(F)cc2)cc1,5,97,108,108,.,.,0.33,-22,38*

# 7 structures from above, ordered by SMILES length, falling.
SMILES,PostGolgi yeast,H69AR growth 86K,Lung fibro prol,HUVEC inhibit,S1P2 ag,S1P2 blocker,hDAT+cocaine,E coli WT exp,PostGolgi ctrl
COc1ccc(CCNC(=O)CC(NS(=O)(=O)c2ccc(NC(C)=O)cc2)C(C)C)cc1OC (configuration not stated),17,83,97,90,-6,15,-0.1,1,-10
COc1ccc(CN(C(=O)CSc2nnc(-c3ccc(F)cc3)o2)c2ccc(F)cc2)cc1,5,97,108,108,.,.,0.33,-22,38*
COC(=O)Cc1cc(OC)c(OC)cc1Cc1cc(OC)c(OC)cc1CC(=O)OC,-7,.,.,.,-2,-4,-0.48,-1,-1
O=C(Nc1ccc(-c2nc3ncccc3o2)cc1)c1ccc(Br)o1,-13,51,103,106,-1,54*,-0.88,-5,-5
CCCCN1C(=O)CC(Nc2ccc(CC)cc2)C1=O (configuration not stated),8,102,104,95,0,-6,1,4,0
O=C(NNC1=NCCC1)c1cccc(Br)c1,9,103,97,100,-6,4,.,4,13
CCn1c(O)c(C=NC2CCCC2)sc1=S,11,94,95,103,-3,-14,1.1,3,10

# (further entries)
SMILES,PostGolgi yeast,H69AR growth 86K,Lung fibro prol,HUVEC inhibit,S1P2 ag,S1P2 blocker,hDAT+cocaine,E coli WT exp,PostGolgi ctrl
CCN(CC)c1ccc2cc(-c3nnc(-c4ccccc4)o3)c(=O)oc2c1,.,22*,72,57,-2,-10,-0.37,.,.
Cc1cc(C(=O)Nc2nc3c(C)cccc3s2)c(C)o1,1,75,95,87,-2,8,-0.58,-3,-4
CCN(CC)S(=O)(=O)c1cccc(C(=O)OCC(=O)c2ccc3c(c2)NC(=O)CO3)c1,-9,.,.,.,-5,-10,0.087,-1,-7
CC12CCC(=O)N1C(C(=O)O)Cc1c2[nH]c2ccccc12 (configuration not stated),17,101,92,97,-6,-1,-0.24,-3,6
O=C(NCc1ccco1)c1cc2cc3ccc(Cl)cc3nc2o1,3,9.5*,53,69,-2,-20,0.26,-3,-7
CC(=O)Nc1cccc(NC(=O)CSc2ccc(C(F)(F)F)cc2[N+](=O)[O-])c1,-4,.,.,.,-6,1,-0.85,3,-3
Cc1[nH]n2c(=O)c(C#N)c(-c3ccccc3)nc2c1-c1ccccc1,17,84,102,87,-2,-1,1.9,-6,-3
CCOc1ccc(C(=O)CCc2nc3ccccc3s2)cc1,-6,.,.,.,1,-12,0.44,-12,16
CC1=C(C(=O)Nc2ccccc2C)C(c2ccccc2)NC(=O)N1 (configuration not stated),9,95,90,99,-5,16,-0.87,1,-3
COC(=O)CC(N)c1ccc(OC)c2ccccc12 (configuration not stated),9,92,100,100,-1,6,-0.42,2,-1
CC(C)Cc1nc2oc3c(Cl)ncnc3c2c2c1CCC2,14,70,45*,3.3*,9,-16,-0.38,-3,25
N#CC(C#N)=Cc1cn(-c2ncc(C(F)(F)F)cc2Cl)c2ccccc12,21,.,.,.,-7,-1,-0.8,-7,43*
COc1ccc(S(=O)(=O)NCCC(C)C)cc1OC,-1,95,110,96,0,3,-1.5,3,0
COC(=O)C(/C=N/OCc1ccc([N+](=O)[O-])cc1)NC(=O)c1cccc(Cl)c1 (configuration not stated),-5,96,103,97,-2,-4,-0.3,-5,0
Cc1cc(=S)cc(C)n1CCCn1ccnc1,3,107,102,95,.,.,-0.26,1,6
Cc1sc2nc(C3CC3)nc(SCC(=O)N3CCc4ccccc4C3)c2c1C,14,.,.,.,-9,13,-0.91,-5,37*
CN(Cc1c(F)cccc1Cl)c1ccc(S(=O)(=O)N2CCOCC2)cn1,0,75,92,97,1,-4,-0.03,3,17
Cc1onc(-c2ccccc2Cl)c1C(=O)Nc1nc2c(s1)CCCC2,4,57,99,92,-7,16,-0.081,-7,43*
O=C(CCn1c(=O)[nH]c2ccccc2c1=O)N1CCN(c2cccc(C(F)(F)F)c2)CC1,4,85,102,90,-7,20,-0.13,7,0
O=C1CSC(=Nc2ccc(O)cc2)N1c1ccc(O)cc1,6,.,.,.,-3,0,.,3,7
CC(=O)c1nc(N2C(=O)CC(Cc3cccc(C)c3)C2=O)sc1C (configuration not stated),-18,.,.,.,-3,-7,1.2,8,18
Cc1cccc(NC(=O)c2sc(NC(=O)c3ccco3)c(C#N)c2C)c1C,-5,.,.,.,2,16,0.58,-17,13
CC1(C)OC(=O)N(c2ccccn2)C1(C)O (configuration not stated),-1,101,100,100,-3,-3,-0.51,-8,2
Cc1ccc(S(=O)(=O)N2CCC(C(=O)Nc3nnc(C45CC6CC(CC(C6)C4)C5)s3)CC2)cc1,-5,.,.,.,-6,4,-0.036,-8,1
Cc1ccc(N2CCN(CC(=O)Nc3c(C(=O)C4CC4)oc4ccccc34)CC2)cc1,6,.,.,.,-4,8,0.41,4,-11
COc1ccc(CNC(=O)COC(=O)c2cc(-c3cccs3)nc3ccccc23)cc1OC,2,96,104,87,-2,-8,-0.5,-2,8
O=S(=O)(CCc1ccccc1)N1CCOCC1,-3,69,98,95,.,.,0.0087,9,2
Cc1nn2c(=O)cc(COC(=O)c3ccc(S(=O)(=O)N4CCCCC4)cc3)nc2s1,-7,100,107,97,-2,-3,.,-2,11
COn1c(SCC(N)=O)nc2ccccc2c1=O,22,94,101,85,-2,-2,0.29,3,2
O=C(c1ccc(CNc2c(N3CCCC3)c(=O)c2=O)cc1)N1CCc2ccccc2C1,7,100,90,101,-7,14,0.99,-5,1
COc1ccc(Oc2ccccc2/C=C/C(=O)O)cc1,4,.,.,.,-3,16,0.64,0,16
CCOC(=O)CC(=O)CSc1nc(N)c(C#N)c(-c2ccc(F)cc2)c1C#N,-6,93,102,103,-1,-4,-0.24,-7,19
